PLC-beta3 inh: blocks human PLC-beta3 enzyme activity. Q01970. hit rate 0.18% among 370,000. AID 720704. Purified PLC-beta3, fluorogenic substrate, fluorescence. inhibition, % at 12.2 µM; in the data active means inhibition above about 11%;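 further: 0% = median of compound wells on plate and 100% = full blocker control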
SIAE primary: human SIAE inhibition, primary screen; inhibition, % at 9.66 µM; hit rate 0.69% among 370,000; Q9HAT2; SIAE FP-Rh probe binding, fluorescence polarization; AID 1053197;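 active means inhibition above a cutoff: mean of compounds within the control limits plus 3 SD of those, cut at about 17% in these data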;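 further: 0% = plate median of compound wells and 100% = probe without SIAE protein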
DDE Tn7 FP inh: inhibitors of Tn7 peptide binding to human fibrin DD(E); FP displacement of FITC-Tn7 peptide from fibrin DD(E); 0% = median of compound wells per plate; hit rate 0.13% among 370,000; inhibition, % at 8.3 µM;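 active means inhibition above the mean of compounds falling within the control limits plus 3 SD of them, cut at about 14% in these data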;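 further: 0% = plate median of compound wells and 100% = 10 µM Aha-Tn7 peptide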
Target sequence (P02675 whole entry, looked up): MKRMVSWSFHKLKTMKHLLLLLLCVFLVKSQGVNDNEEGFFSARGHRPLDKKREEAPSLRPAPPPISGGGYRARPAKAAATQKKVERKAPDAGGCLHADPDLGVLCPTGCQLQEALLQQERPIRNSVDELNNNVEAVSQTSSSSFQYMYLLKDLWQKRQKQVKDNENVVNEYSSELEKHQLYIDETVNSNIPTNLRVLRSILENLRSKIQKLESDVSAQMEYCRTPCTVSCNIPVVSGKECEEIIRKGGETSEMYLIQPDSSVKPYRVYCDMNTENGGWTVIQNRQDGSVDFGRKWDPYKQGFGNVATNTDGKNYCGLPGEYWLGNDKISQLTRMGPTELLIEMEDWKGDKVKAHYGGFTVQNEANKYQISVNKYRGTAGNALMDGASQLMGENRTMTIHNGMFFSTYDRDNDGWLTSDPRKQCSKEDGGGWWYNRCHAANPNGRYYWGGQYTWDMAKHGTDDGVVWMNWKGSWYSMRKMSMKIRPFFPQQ
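Test system – human fibrin DD(E) · Times – 10 min preincubation, 3 h with tracer, room temperature · Detection – fluorescence polarization of the labelled Tn7 tracer · Measure – percent inhibition normalized to high-control wells · Benchmarks – high control wells with 10 µM unlabelled Aha-Tn7 peptide (full inhibition) · Repeats – singlicate testing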
TDP2 absorb: blocks human TDP2 phosphodiesterase activity; O95551; recombinant TDP2, T5PNP hydrolysis, p-nitrophenol absorbance 415 nm; inhibition, % at 12.8 µM; hit rate 0.34% among 370,000; AID 720702;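 active means inhibition above the mean of all tested compounds plus 3 SD, set per campaign, cut at about 25% in these data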;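 further: 0% = DMSO with enzyme and 100% = buffer with substrate but no TDP2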
Target sequence (O95551 whole entry, looked up): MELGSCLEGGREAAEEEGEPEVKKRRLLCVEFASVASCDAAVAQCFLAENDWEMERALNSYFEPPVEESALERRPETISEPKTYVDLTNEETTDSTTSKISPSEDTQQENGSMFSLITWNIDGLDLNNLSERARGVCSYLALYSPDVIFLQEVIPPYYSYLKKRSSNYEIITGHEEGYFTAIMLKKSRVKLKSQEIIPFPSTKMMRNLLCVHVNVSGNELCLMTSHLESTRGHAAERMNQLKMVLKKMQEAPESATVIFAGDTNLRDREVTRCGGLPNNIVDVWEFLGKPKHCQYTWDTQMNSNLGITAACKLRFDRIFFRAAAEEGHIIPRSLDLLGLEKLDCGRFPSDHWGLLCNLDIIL
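Read-out basis: percent inhibition. System: recombinant human TDP2. Buffer or medium: Mg2+-containing Tris-HCl buffer, pH 7.5. Repeats: single replicate. Timing: reaction 2 h, 37 °C. Benchmarks: high control without enzyme, low control DMSO plus TDP2. Probe or stimulus: 5 mM T5PNP. Doses: 12.8 µM only. Measured by: epi absorbance of p-nitrophenol freed from T5PNP by hydrolysis.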
ADAM17 inh: inhibitors of human ADAM17; P78536; recombinant ADAM17, EDANS/DABCYL FRET peptide cleavage; inhibition, % at 6.95 µM; hit rate 0.83% among 370,000;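 active means inhibition above the mean of compounds lying between control limits plus 3 SD, set per campaign, cut at about 8.5% in these data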;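 further: 0% = DMSO-only wells as the low control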
Tn6 DDE FP: inhibitors of Tn6 peptide binding to human fibrin DD(E); P02675; inhibition, % at 8.3 µM; hit rate 0.21% among 370,000; Fibrin DD(E) TRITC-Tn6 fluorescence polarization displacement;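 active means inhibition above a per-campaign cutoff: mean of compounds within control limits plus 3 SD, cut at about 15% in these data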;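 further: 0% = median of all compound wells on the plate and 100% = blocking peptide control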
ASAP1 inh: ASAP1 ArfGAP inhibition. hit rate 0.19% among 360,000. inhibition, % at 16.5 µM. ASAP1-stimulated ARF1 GTP hydrolysis, GDP FP detection. Q9ULH1; in the data active means inhibition above about 25%;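 further: 0% = vehicle with enzyme and substrate and 100% = no enzyme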
ADAM10 inh: inhibitors of human ADAM10; O14672; hit rate 0.62% among 370,000; recombinant ADAM10, EDANS/DABCYL FRET peptide cleavage, 3 h; inhibition, % at 7 µM;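 active means inhibition above a per-campaign cutoff equal to the mean of compounds falling between control-based bounds plus 3 SD, cut at about 20% in these data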;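 further: 0% = DMSO wells while the 100% control is not disclosed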
ARFGAP1 inh: rat ARFGAP1 inhibition. Arfgap1-stimulated ARF1 GTP hydrolysis, GDP FP detection. Q62848. inhibition, % at 16.5 µM. hit rate 0.26% among 360,000;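 active means inhibition above a per-plate limit, mean inhibition of low control wells plus 3 SD, cut at about 25% in these data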;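 further: 0% = DMSO wells with enzyme and 100% = wells lacking Arfgap1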
Target sequence (Q62848 1-136 limits assumed): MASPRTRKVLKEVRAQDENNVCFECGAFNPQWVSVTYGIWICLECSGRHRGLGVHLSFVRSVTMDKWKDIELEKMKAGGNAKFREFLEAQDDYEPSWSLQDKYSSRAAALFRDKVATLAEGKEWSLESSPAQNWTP
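Assay system: Rat Arfgap1 GAP domain (His6, aa 1-136), purified enzyme | Buffer or medium: HEPES 25 mM pH 7.5, NaCl 150 mM, MgCl2, DTT | Schedule: GTP hydrolysis reaction 2 h at 25 °C | Signal: FP of antibody-bound GDP Alexa 633 tracer, ex 620/em 688 nm | Measure: Percent inhibition of Arfgap1-stimulated GTP hydrolysis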
PLCg1 inh: PLC-gamma1 (human) inhibition, primary screen | hit rate 0.84% among 370,000 | P19174 | purified PLC-gamma1, fluorogenic substrate, fluorescence | AID 720700 | inhibition, % at 12.2 µM; in the data active means inhibition above about 9.5%
* marks the source's active call; other numbers are inactive results; i = inactive; nt = not tested or not shown.

Molecule	PLC-beta3 inh	SIAE primary	DDE Tn7 FP inh	TDP2 absorb	ADAM17 inh	Tn6 DDE FP	ASAP1 inh	ADAM10 inh	ARFGAP1 inh	PLCg1 inh
COC(=O)[C@]12C[C@H](CC(=O)NCc3ccc(C)o3)C(=O)N(Cc3ccc(Cl)cc3Cl)C1=C[C@H](C(C)C)O[C@@H]2C1CC1	2	-2	-3	-7	2	-3	nt	8	nt	-1
O=[N+]([O-])c1ccc(NCc2ccc(Cl)cc2)nc1	-7	-10	1	-1	1	-3	8	1	0	4
Cc1cc(C)c2nc(N(CCCN(C)C)C(=O)c3ccc(S(=O)(=O)N4CCCCCC4)cc3)sc2c1	-4	-16	-5	-28	9	6	13	17	-10	-3
O=C1OCC/C1=C\c1ccc(O)cc1	-6	6	4	2	-6	-1	-2	-5	-6	1
COc1cccc(Nc2cc(C)c3ccccc3n2)c1	-89	3	-4	-14	-26	-5	15	-43	3	-62
C=CCNC(=O)C1CC(=O)N(c2ccc(OCC(=O)Nc3ccc(CC)cc3)cc2)C1 (configuration not stated)	-9	-5	-1	-13	-7	7	-8	3	-3	-3
O=S(=O)(O)CCN1CCOCC1	6	10	-4	-12	3	-5	-14	11	3	2
CNS(=O)(=O)c1ccc(NC(=O)c2cnn3c(C(F)F)cc(-c4ccccc4)nc23)cc1	-4	2	-4	4	-2	6	5	-10	1	-2
Cc1ccsc1/C=N/NC(=O)CO	6	1	-1	6	-2	-11	6	2	2	1
O=C(CCC(=O)Nc1ccccc1)NNC(=O)CCc1ccccc1	2	4	-2	8	0	-1	22	-4	-6	0

The list continues:
Molecule	PLC-beta3 inh	SIAE primary	DDE Tn7 FP inh	TDP2 absorb	ADAM17 inh	Tn6 DDE FP	ASAP1 inh	ADAM10 inh	ARFGAP1 inh	PLCg1 inh
S=C(NCCc1ccccc1)NCCc1ccccc1	0	16	1	-1	-1	1	4	2	7	2
Cc1ccc2c(c1)CCCN2C(=O)c1ccc2c(c1)OCO2	1	-2	8	3	2	-2	-4	5	-22	-1
Cc1cccc(C)c1NC(=O)CS(=O)CC(=O)NCC1OCCc2ccccc21 (configuration not stated)	-1	-4	-6	-16	6	1	-9	6	4	4
COc1ccc(NC(=O)c2csc(Cc3ccccc3)n2)cc1	1	0	2	-1	1	-2	-4	7	1	1
CCOc1ccc(CN2CCC(n3nccc3NC(=O)C3CC3)CC2)cc1CO	-5	1	0	-6	-2	6	-17	3	-14	-1
COc1ccc2cc(C(c3nnnn3C3CCCC3)N3CCOCC3)c3nnnn3c2c1 (configuration not stated)	7	-5	-1	-5	1	-3	0	7	-8	5
CC1(C)CC2CC(C)(CN2S(=O)(=O)c2cccc(C(=O)OCC(=O)NC(N)=O)c2)C1 (configuration not stated)	2	0	-3	-12	-5	-3	8	5	6	1
Cc1nnc(SCCc2ccccc2)[nH]c1=O	-2	-2	2	-1	-6	4	-6	-5	2	-1
CC(=O)Nc1ccc(NC(=O)COC(=O)c2cnccn2)cc1	2	2	2	7	3	-2	-1	-1	-1	0
COc1ccc(-c2cc(=O)oc3c(C)c(O)ccc23)cc1	i	-12	1	0	-8	-4	-4	-9	0	i

Other entries.
Molecule	PLC-beta3 inh	SIAE primary	DDE Tn7 FP inh	TDP2 absorb	ADAM17 inh	Tn6 DDE FP	ASAP1 inh	ADAM10 inh	ARFGAP1 inh	PLCg1 inh
CCOc1ccc(-c2onc(C(F)(F)F)c2-c2cscn2)c(O)c1	1	-5	-3	-14	6	1	-1	8	0	3
CN(O)/C=c1/ccc2c(n1)C(=O)C=CC=2	-53	-1	-4	-3	0	6	10	-6	3	-36
CCOC(=O)C(C)n1cnc2c(oc3ccccc32)c1=O (configuration not stated)	1	1	4	0	-3	-1	2	-6	-14	-2
CNc1ncnc2c1ncn2[C@H]1CN(Cc2ccc(OC)cc2)C[C@@H](CO)O1	3	-1	-5	10	1	3	-5	-5	-1	1
O=C(Nc1ccncc1)c1ccc2c(c1)OCCO2	6	7	6	-7	4	5	8	11	-4	5
COc1ccc(OC)c(C2C(C(=O)Nc3nc4ccccc4s3)=C(C)NC3=C2C(=O)CCC3)c1 (configuration not stated)	-89	-7	0	-9	-18	-1	18	-68	25*	-79
CC(NC(=O)c1ccco1)C1CCCO1 (configuration not stated)	0	-4	-8	-3	0	3	1	-6	5	6
CCn1cc(CNC(=O)C2CCC(=O)N(C3CCCCCC3)C2)cn1 (configuration not stated)	-5	0	8	10	-1	-3	-1	-9	5	2
CCOC(=O)C(C(=O)Nc1ccccc1C)C1CCCCC1 (configuration not stated)	1	1	-1	3	0	3	-12	-7	7	2
O=c1c2ccccc2nnn1CSc1ccc2ccccc2n1	-1	0	0	6	-2	2	16	5	-4	1

(next part)
Molecule	PLC-beta3 inh	SIAE primary	DDE Tn7 FP inh	TDP2 absorb	ADAM17 inh	Tn6 DDE FP	ASAP1 inh	ADAM10 inh	ARFGAP1 inh	PLCg1 inh
CCOc1ccc(-n2cnc3sc(C)c(C)c3c2=O)cc1	-4	-9	2	-3	-2	3	12	-4	-5	-11
COc1ccc(CCNC(=O)c2nnc(Cc3ccc(Cl)cc3)o2)cc1OC	-1	-3	5	0	-3	-15	4	-9	-5	1
COc1ccc2cc(S(=O)(=O)N3CCCC3)ccc2c1	-5	-4	-2	16	-1	5	-2	-4	2	-2
O=C(C(=O)c1cccnc1)c1cccnc1	-2	4	3	4	-3	-10	8	-2	-7	0
CN(C)/C=C/C(=O)c1ccncc1	4	3	-3	-5	-1	-1	-2	-2	1	0
Cc1ccc(S(=O)(=O)N2CCC(=O)N(CCOC(=O)Nc3ccc(C)c(C)c3)CC2)cc1	2	5	2	-5	-4	-5	13	4	35*	1
COC(=O)c1ccc(S(N)(=O)=O)o1	-2	3	1	9	-1	-2	-18	-1	3	-3
CC(=O)c1cccc(NC(=O)CC2Oc3ccc(C)cc3NC2=O)c1 (configuration not stated)	0	-3	6	1	2	14	-4	-7	12	-1
O=C(Oc1ccc2c(=O)c(Oc3ccc4ccccc4c3)coc2c1)c1cncc(Br)c1	-182	7	-5	11	-21	-1	8	-82	-9	-164
Cc1ccc(/C=C(\NC(=O)c2ccccc2)C(=O)NCCc2ccccn2)o1	-24	1	8	-2	-7	0	2	-21	-13	-25

Next part.
Molecule	PLC-beta3 inh	SIAE primary	DDE Tn7 FP inh	TDP2 absorb	ADAM17 inh	Tn6 DDE FP	ASAP1 inh	ADAM10 inh	ARFGAP1 inh	PLCg1 inh
O=C(CN1CCN(Cc2ccccc2)CC1)Nc1ccc(Cl)cn1	-5	2	2	5	-1	1	-6	-6	3	4
Cn1nc(CC(=O)NC2CCCCCCCCCCC2)c2ccccc2c1=O	0	-26	0	-6	-2	2	4	2	-2	1
CCOC(=O)C1CCN(C(=O)COC(=O)CNC(=O)c2sc3ccccc3c2Cl)CC1	-3	6	1	8	-10	6	18	-21	2	0
CCc1ccc(-c2cc(C)no2)cc1S(=O)(=O)N1CCN(c2ccccc2)CC1	-1	2	-2	5	8	3	-2	11	12	2
Fc1ccc(OCc2nc(-c3cccs3)no2)cc1	-5	3	0	2	1	3	2	0	21	3
O=C(c1ccco1)N1CCN(c2cc(=O)n(C3CCCCC3)c(=O)[nH]2)CC1	0	-3	7	-6	-2	4	6	-4	2	0
CCC(C)(C)NC(=O)CN(C(=O)c1csnn1)c1cccc2c1CCCC2	-8	-7	4	-8	-2	5	-3	-8	-9	-1
O=c1[nH]c2cc3c(cc2cc1CN(Cc1nnnn1C1CCCC1)C1CCCC1)OCCO3	i	3	-2	5	-224	-7	8	i	12	i

Entries listed above that bear a hit mark in ARFGAP1 inh:
canonical_smiles	PLC-beta3 inh	SIAE primary	TDP2 absorb	ADAM17 inh	Tn6 DDE FP	ASAP1 inh	ADAM10 inh	ARFGAP1 inh	PLCg1 inh
COc1ccc(OC)c(C2C(C(=O)Nc3nc4ccccc4s3)=C(C)NC3=C2C(=O)CCC3)c1 (configuration not stated)	-89	-7	-9	-18	-1	18	-68	25*	-79
Cc1ccc(S(=O)(=O)N2CCC(=O)N(CCOC(=O)Nc3ccc(C)c(C)c3)CC2)cc1	2	5	-5	-4	-5	13	4	35*	1

In the list so far, these have a furan ring, fused or not.
Molecule	PLC-beta3 inh	SIAE primary	DDE Tn7 FP inh	TDP2 absorb	ADAM17 inh	Tn6 DDE FP	ASAP1 inh	ADAM10 inh	ARFGAP1 inh	PLCg1 inh
COC(=O)[C@]12C[C@H](CC(=O)NCc3ccc(C)o3)C(=O)N(Cc3ccc(Cl)cc3Cl)C1=C[C@H](C(C)C)O[C@@H]2C1CC1	2	-2	-3	-7	2	-3	nt	8	nt	-1
CCOC(=O)C(C)n1cnc2c(oc3ccccc32)c1=O (configuration not stated)	1	1	4	0	-3	-1	2	-6	-14	-2
CC(NC(=O)c1ccco1)C1CCCO1 (configuration not stated)	0	-4	-8	-3	0	3	1	-6	5	6
COC(=O)c1ccc(S(N)(=O)=O)o1	-2	3	1	9	-1	-2	-18	-1	3	-3
Cc1ccc(/C=C(\NC(=O)c2ccccc2)C(=O)NCCc2ccccn2)o1	-24	1	8	-2	-7	0	2	-21	-13	-25
O=C(c1ccco1)N1CCN(c2cc(=O)n(C3CCCCC3)c(=O)[nH]2)CC1	0	-3	7	-6	-2	4	6	-4	2	0

Source: PubChem (The Scripps Research Institute Molecular Screening Center)
